ARNT TACC3 PPI: ARNT/TACC3 interaction disruption | AlphaScreen His-ARNT PAS-B/GST-TACC3 binding, luminescence; TACC3 fragment carries E629A point mutation | inhibition, % at 9.99 µM | 390,000 compounds, 0.66% hits;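 active = mean inhibition of replicates at least 50% and at least half of replicates each reaching 50%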;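 note: 0% = complete ARNT plus TACC3 wells and 100% = ARNT alone without TACC3; many hits fall short of the cut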
An asterisk follows results filed as active.

SMILES | ARNT TACC3 PPI
Cc1ccnc2nc(C(=O)OCC(=O)Nc3ccc4c(c3)OC(F)(F)O4)nn12 | 2
Cc1cc(C(=O)CSc2nnc(-c3ccccc3)n2C)c(C)n1C | -2
CCC(c1ccccc1)c1nc(-c2ccccn2)no1 (stereo not drawn) | 4
O=C(OCCOCCN=C1NS(=O)(=O)c2ccccc21)c1ccncc1 | 0
O=C(NC1CC1)c1cc(=O)c2ccccc2o1 | 14
COc1ccc2ccccc2c1CN1CCN(C(=O)c2ccccc2)CC1 | -24
COc1ccc(S(=O)(=O)N/N=C(/C)c2cccc(NC(=O)c3ccccc3Cl)c2)cc1 | -2
CC(CC(=O)Nc1cc(C(F)(F)F)ccc1Cl)c1ccccc1 (stereo not drawn) | -8
Cc1cccc(-n2c(C)nc3sccc3c2=O)c1 | -3
CC(=O)c1sc2nc(=O)c(C)nn2c1C | -3
COc1ccccc1CN1CC(C(=O)N2CCN(c3ccc(F)cc3)CC2)CC1=O (stereo not drawn) | -25
COC(=O)[C@H](C)NC(=O)Nc1ccc(S(N)(=O)=O)cc1 | -4
CC(=O)Nc1ccc2c(c1)CCCN2C(=O)c1ccccc1 | -10
COc1ccc(CC(=O)N/N=C(\C)c2ccccn2)cc1 | 66*
O=C(NCc1ccccc1)c1ccc(NC2=NC3CS(=O)(=O)CC3S2)cc1 (stereo not drawn) | -6
O=c1c2ccccc2nc(SCc2nnc(-c3ccccc3)o2)n1-c1ccc(F)cc1F | -4
COc1ccc(C2OC34CCCCC3C(C#N)(C#N)C2(C#N)C(=N)O4)cc1 (stereo not drawn) | 8
CC(=O)c1c(N2CCN(c3ccccc3)CC2)nc(=S)n(-c2ccccc2)c1C | 3
COc1ccc(OCCn2c(=N)n(CCO)c3ccccc32)cc1 | -5
COc1cccc(OCc2cc(C3Nc4ccccc4C(=O)N3Cc3ccco3)ccc2OC)c1 (stereo not drawn) | -9
COc1ccc(CCNC(=O)Cn2c(=O)oc3ccccc32)cc1OC | 0
CCN(CC)S(=O)(=O)c1cccc(C(=O)N[C@H](C(=O)NCc2ccccc2F)C(C)C)c1 | 0
Cc1c(C(=O)N2CCCCCC2)oc2ccccc12 | 1
COCCCn1cnc2oc3nc4ccccc4nc3c2c1=O | 2
CCN(c1ccc(NC(=O)CSc2nnc3nc(C)cc(C)n23)cc1)C(C)C | 4
O=C(N1CCC(n2nc(-c3ccccc3)oc2=O)CC1)C1(c2ccccc2)CC1 | 1
Cc1cccc(C)c1OCC(O)CNC(C)C (stereo not drawn) | 2
CCc1n[nH]c2c1/C(=N\O)CC(c1ccccc1)C2 (stereo not drawn) | -7
Cc1ccc(CN(CC(=O)N/N=C/c2ccccc2[N+](=O)[O-])S(=O)(=O)c2ccc(C)cc2)cc1 | -2
O=c1[nH]c2ccccc2n2c(-c3ccccc3)nnc12 | 22
C=CCNc1nc(N)c(C(=O)c2ccc3c(c2)OCO3)s1 | -5
COc1ccc(C(=O)NCC(c2ccc(F)cc2)N2CCOCC2)cc1S(=O)(=O)N1CCCC1 (stereo not drawn) | -4
COc1ccc(C(=O)Nc2ccc(S(=O)(=O)N3CCc4ccccc43)cc2)cc1 | -2
CCOC(=O)c1cnc(SCC(=O)Nc2ccc(NC(C)=O)c(OC)c2)nc1N | -1
Cc1ccc(-n2c(N)c(C(=O)N3CCOCC3)sc2=S)c(C)c1 | -1
CCSc1nnc(NC(=O)C(C)(C(F)(F)F)C(F)(F)F)s1 | -2
CCOC(=O)NCc1ccc(Cl)c(Cl)c1 | -2
Cc1cc(C)c(C2C3=C(Nc4c2c(C)nn4-c2ccccn2)c2ccccc2C3=O)c(C)c1 (stereo not drawn) | -3
CCCn1cnc2sc(C(N)=O)c(C)c2c1=O | 3
COc1ccc(C2(C(=O)NCCc3ccccc3)CCCC2)cc1OC | -4
O=C(C1CSC2(c3ccc(F)cc3)CCC(=O)N12)N1CCCCCC1 (stereo not drawn) | 3
O=C(NC1CCCc2ccccc21)c1ccc(Cl)nc1 (stereo not drawn) | -1
CNc1c(N)n(Cc2ccccc2)c(=O)[nH]c1=O | 1
O=S(=O)(NCCc1ccccc1F)c1cccc(S(=O)(=O)N2CCOCC2)c1 | -4
CCOC(=O)N1CCN(C(=O)CN(C)S(=O)(=O)c2ccc(OC)c(OC)c2)CC1 | 4
COc1c(C)cc(S(=O)(=O)NC2CC(C)(C)NC(C)(C)C2)c(C)c1C | -4
COc1ccc(-c2cc(C(F)(F)F)n3ncc(C(=O)O)c3n2)cc1OC | 19
Cc1ccc(C(C(=O)NC2CCCCC2)N2CCCC2)cc1 (stereo not drawn) | 7
CCSc1cc(N2CCCC2)nc(-c2ccc(F)cc2)n1 | -6
C=CCSc1nnc2nc3[nH]c4c(C)cccc4c3nn12 | 17

(more compounds)
SMILES | ARNT TACC3 PPI
CCC(N)C12CC3CC(CC(O)(C3)C1)C2 (stereo not drawn) | 10
CCCn1nc(NC(=O)c2cccs2)c2cc3ccccc3nc21 | -81
Cc1cc(Cl)ccc1OCC(=O)NCc1ccncc1 | -5
COc1ccc2c(c1OC)C(=O)OC2Nc1nc(-c2ccccc2)cs1 (stereo not drawn) | -6
O=c1nc2scc(-c3ccccc3)n2c2ccccc12 | 10
CCOc1ccc(C(=O)COC(C)=O)cc1 | 2
COc1ccc(N(C(=O)c2ccco2)S(=O)(=O)c2cccs2)cc1 | 11
CN1CCN(C(=O)c2ccc3c(c2)NC(=O)C(N2CCOCC2)S3)CC1 (stereo not drawn) | -2
COC(=O)c1nc2cc3c(cc2c(C)c1C(=O)OC)OCO3 | -6
O=C(Nc1ccc(F)cc1)N(CCCN1CCOCC1)Cc1cc2cc3c(cc2[nH]c1=O)OCO3 | 4
O=C(Nc1ccc(N2CCOCC2)cc1)c1cc2ccccc2o1 | 1
CCOC(=O)c1c(N2C(=O)C3CC(C)=C(C)CC3C2=O)sc(C)c1C (stereo not drawn) | -2
COc1cc2[nH]c(=O)n(Cc3ccc(C(=O)NCCCN4CCC(C)CC4)cc3)c(=O)c2cc1OC | 0
CC1(C)Cc2c(c(-c3ccco3)[nH]c(=O)c2C#N)CO1 | -3
CCOC(=O)C1CCN(C(=O)COc2ccc(S(=O)(=O)NC(C)(C)C)cc2)CC1 | -4
CCOC(=O)N1CCN(C(=O)c2ccc3c(=O)n(CCc4ccccc4)c(=S)[nH]c3c2)CC1 | -14
Cc1ccc2nc(-c3sc4nc(C)cc(C)c4c3N)[nH]c2c1 | -19
COc1ccc(OC)c(Nc2nc(N)nc(-c3cc4ccccc4o3)n2)c1 | 23
Cn1c(SCC(=O)N2CCc3ccccc32)nc2cccnc21 | -19
COc1cc(C(=O)Nc2nc3ccccc3s2)ccc1OCc1c(C)noc1C | 18
COc1ccccc1NC(=O)NC1(C(=O)N2CCC(O)CC2)CCCCC1 | -2
COc1cc(-c2nnc(COC(=O)CSc3cc(C)c4ccccc4n3)o2)cc(OC)c1OC | 1
Cc1cc(C)nc(SCCCn2c(=O)[nH]c3ccccc32)n1 | -4
Fc1ccccc1COc1ccc(Br)cc1CNCc1ccncc1 | -3
CC(c1ccccc1)N1CC(C(=O)NC2CCCC2)CC1=O (stereo not drawn) | -3
CCOC(=O)C(Sc1nnc2c3ccccc3n(CC)c2n1)C(=O)OCC | 26
CCOc1ccc(/C=C2\C(=O)c3ccccc3OC2c2ccccc2)cc1 (stereo not drawn) | 23
CCCc1nc(N)nc2c1C(=O)CC(C)(C)C2 | -4
CCOCC(=O)N1CCN(c2ccc(F)cc2)CC1 | 26
CCOc1ccccc1C1C(C#N)=C(N)SC(N)=C1C#N | -10
COc1ccc2c(c1)cc1n2CCN=C1N | -4
Cc1c(CN2CCC(C)CC2)c(=O)n(-c2ccccc2)n1C | 0
O=C(O)c1ccccc1SCC(=O)N1CCCCC1 | -12
O=C(O)CCC(=O)NCC1OCCc2ccccc21 (stereo not drawn) | -4
CCOc1ccccc1-c1nc(-c2cc3ccccc3nc2OC)no1 | 3
NC(=O)C1(S(=O)(=O)c2ccccc2)CCCCC1 | -11
O=C(c1ccc2c(c1)OCCO2)C1CCN(C(=O)c2ccc(F)c(F)c2)CC1 | -5
Cc1cc(=O)n2c3ccccc3n(CC(O)CN3CCCCC3)c2c1C#N (stereo not drawn) | -8
O=C(COC(=O)c1ccccc1F)c1ccc(-n2nncc2-c2ccco2)cc1 | 16
COC(=O)[C@H](CCSC)NC(=O)NCc1cccs1 | 13

Of the compounds above, 3 have a CF3 group.
SMILES | ARNT TACC3 PPI
CC(CC(=O)Nc1cc(C(F)(F)F)ccc1Cl)c1ccccc1 (stereo not drawn) | -8
CCSc1nnc(NC(=O)C(C)(C(F)(F)F)C(F)(F)F)s1 | -2
COc1ccc(-c2cc(C(F)(F)F)n3ncc(C(=O)O)c3n2)cc1OC | 19

Following part.
SMILES | ARNT TACC3 PPI
CCN(CC)c1ccc(CNc2ccc(Br)cn2)cc1 | 9
CCOC(=O)CNC(=O)CSc1nnc(-c2ccncc2)n1-c1ccc(Cl)cc1 | 5
Cc1ccc(S(=O)(=O)c2c(N)n(CCCO)c3nc4ccccc4nc23)cc1 | 42
Cc1cccc(OCc2nnc(SCc3nc4ccccc4c(=O)[nH]3)o2)c1 | -3
CS(=O)(=O)N1CCC(C(=O)Nc2ccc(Oc3ccccc3)cc2)CC1 | 22
COC(=O)c1ccc(NC(=O)Cn2nc(-c3ccncc3)nc2SCC(=O)Nc2nccs2)cc1 | -3
CCn1c(SCC(N)=O)nc2c(c1=O)C1(CCCC1)Cc1ccccc1-2 | -1
Cc1cc(-c2csc(NC(=O)c3ccc(=O)n(C)n3)n2)c(C)n1CC1CCCO1 (stereo not drawn) | -26
Cc1cccn2c(=O)c3cc(C#N)c(=N)n(Cc4cccnc4)c3nc12 | 3
COc1cc(C=O)ccc1OCCOCCOc1cc(C)ccc1Cl | -9
Cc1ccc([N+](=O)[O-])cc1NC(=O)CN(C1CCCCC1)S(=O)(=O)c1ccc(Cl)cc1 | -3
O=C(CSCc1ccc(Cl)cc1)Nc1ccc2c(c1)OCO2 | 2
CCc1cc(C(c2ccc(F)cc2)N2CCOCC2)c(NC(=O)c2ccccc2)s1 (stereo not drawn) | 24
CCCCn1c(CN2CCN(C)CC2)nc2ccccc21 | 3
Cc1ccc(CSc2nnc(-c3ccncc3)n2CC2CCCO2)cc1 (stereo not drawn) | -9
O=C(NC1CCCC1)c1noc2c1CCCCC2 | -1
CCOCCOC(=O)C1=C(C)N(C)C(=O)NC1c1ccccc1Cl (stereo not drawn) | -4
Cc1ccc2oc(=O)cc(CN3CCOCC3)c2c1 | 6
CC1(C)CC(=O)c2sc(N3CCCCC3)nc2C1 | -5
N#Cc1ccc(CSc2nnc(-c3cccnc3)n2-c2ccccc2)cc1 | -4
Cc1ccccc1OCC(=O)O/N=C(\N)Cc1ccc(Cl)cc1 | -20
COc1ccc(NC(=O)C(c2ccc(Cl)cc2)C(C)C)cn1 (stereo not drawn) | -11
CCOc1ccccc1N(CC(=O)NC1CCCC1)C(=O)CCC(=O)Nc1cc(C)on1 | 0
CCn1nc(C(=O)OC(C(=O)c2c[nH]c3ccccc23)c2ccccc2)c2ccccc2c1=O (stereo not drawn) | 12
O=C(Nc1ccccc1C(=O)N1CCCC1)c1cccc(S(=O)(=O)N2CCCCCC2)c1 | -6
O=C(CCCCCN1C(=O)CCC1=O)Nc1ccc2c(c1)OCO2 | -3
O=C(CSc1ncnc2sc3c(c12)CCCC3)c1ccco1 | 17
COc1ccc(CC(=O)NCc2cn3ccsc3n2)cc1 | -3
CCOC(=O)N1CCN(C(=O)c2ccccc2-c2ccccc2)CC1 | 0
CCOC(=O)C1CCN(S(=O)(=O)c2c(C)n[nH]c2C)CC1 | -2
CC(C)(C)c1ccc(CN(Cc2ccco2)Cc2nnnn2C2CCCC2)cc1 | 1
O=C(/C=C/Nc1ccc(F)c(Cl)c1)c1ccco1 | 4
CC(=O)c1c(C)n([O-])c2cc(C)ccc2[n+]1=O | 5
Cc1nc2ccc(S(=O)(=O)N(C)CC(=O)N3CCc4ccccc4C3)cc2s1 | 6
CC(NS(=O)(=O)c1ccc(OCC(=O)N2CCOCC2)c(Cl)c1)c1ccccc1 (stereo not drawn) | -3
COC(=O)c1c(NC(=O)c2ccco2)sc2c1C(C(=O)OC)CC2 (stereo not drawn) | 10
CCOc1ccc(S(=O)(=O)NCCC2=CCCCC2)c2ccccc12 | -3
O=C(Nc1ccc(C(=O)N2CCCCC2)cc1)c1ccc(Br)cc1 | 0

Compounds above containing a Cl atom:
SMILES | ARNT TACC3 PPI
COc1ccc(S(=O)(=O)N/N=C(/C)c2cccc(NC(=O)c3ccccc3Cl)c2)cc1 | -2
CC(CC(=O)Nc1cc(C(F)(F)F)ccc1Cl)c1ccccc1 (stereo not drawn) | -8
CCOC(=O)NCc1ccc(Cl)c(Cl)c1 | -2
O=C(NC1CCCc2ccccc21)c1ccc(Cl)nc1 (stereo not drawn) | -1
Cc1cc(Cl)ccc1OCC(=O)NCc1ccncc1 | -5
CCOC(=O)CNC(=O)CSc1nnc(-c2ccncc2)n1-c1ccc(Cl)cc1 | 5
COc1cc(C=O)ccc1OCCOCCOc1cc(C)ccc1Cl | -9
Cc1ccc([N+](=O)[O-])cc1NC(=O)CN(C1CCCCC1)S(=O)(=O)c1ccc(Cl)cc1 | -3
O=C(CSCc1ccc(Cl)cc1)Nc1ccc2c(c1)OCO2 | 2
CCOCCOC(=O)C1=C(C)N(C)C(=O)NC1c1ccccc1Cl (stereo not drawn) | -4
Cc1ccccc1OCC(=O)O/N=C(\N)Cc1ccc(Cl)cc1 | -20
COc1ccc(NC(=O)C(c2ccc(Cl)cc2)C(C)C)cn1 (stereo not drawn) | -11
O=C(/C=C/Nc1ccc(F)c(Cl)c1)c1ccco1 | 4
CC(NS(=O)(=O)c1ccc(OCC(=O)N2CCOCC2)c(Cl)c1)c1ccccc1 (stereo not drawn) | -3

This is a subset. The share of hits here may be higher or lower than overall.
